# Bim-Mcl-1 – human Bim-Mcl-1 interaction inhibition. Bead-based flow cytometry, Bim peptide-Mcl-1 binding. inhibition, % at 10 µM. 0.1% of 190,000 active;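 further: 0% = no compound tracer wells and 100% = peptide blocker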
# RGS8-Gao reg – modulates binding of RGS8 to human Galphao; 0.34% of 220,000 active; multiplexed bead flow cytometry; actives lie on both sides; P09471; response (percent of control binding), % at 10 µM; in the data active means response below about 60% or above about 140%; inactive means in between;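 further: Galphao activated as the GDP aluminium fluoride complex binding bead-coupled RGS8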
# Bcl-XL Bim block – inhibitors of Bim-Bcl-XL interaction, human; inhibition, % at 10 µM; Q07817; Bim peptide-Bcl-XL binding, bead flow cytometry, fluorescence; 0.04% of 190,000 active
# Target sequence (Q07817 whole entry, looked up): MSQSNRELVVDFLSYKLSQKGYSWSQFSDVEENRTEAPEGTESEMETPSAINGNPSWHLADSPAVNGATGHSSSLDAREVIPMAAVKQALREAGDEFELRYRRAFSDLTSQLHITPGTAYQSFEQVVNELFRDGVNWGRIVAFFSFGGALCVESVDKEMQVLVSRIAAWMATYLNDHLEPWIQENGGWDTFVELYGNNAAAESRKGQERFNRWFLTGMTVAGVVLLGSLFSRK
# ABCG2 inh – blocks JC-1 efflux by human ABCG2 transporter. Q9UNQ0. IgMXP3 cells, flow cytometry. inhibition, % at 6.6 µM. 0.1% of 190,000 active. AID 1325;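 active means inhibition above 80%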;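 further: 0% = DMSO and 100% = nicardipine control wells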
# Target sequence (Q9UNQ0 whole entry, looked up): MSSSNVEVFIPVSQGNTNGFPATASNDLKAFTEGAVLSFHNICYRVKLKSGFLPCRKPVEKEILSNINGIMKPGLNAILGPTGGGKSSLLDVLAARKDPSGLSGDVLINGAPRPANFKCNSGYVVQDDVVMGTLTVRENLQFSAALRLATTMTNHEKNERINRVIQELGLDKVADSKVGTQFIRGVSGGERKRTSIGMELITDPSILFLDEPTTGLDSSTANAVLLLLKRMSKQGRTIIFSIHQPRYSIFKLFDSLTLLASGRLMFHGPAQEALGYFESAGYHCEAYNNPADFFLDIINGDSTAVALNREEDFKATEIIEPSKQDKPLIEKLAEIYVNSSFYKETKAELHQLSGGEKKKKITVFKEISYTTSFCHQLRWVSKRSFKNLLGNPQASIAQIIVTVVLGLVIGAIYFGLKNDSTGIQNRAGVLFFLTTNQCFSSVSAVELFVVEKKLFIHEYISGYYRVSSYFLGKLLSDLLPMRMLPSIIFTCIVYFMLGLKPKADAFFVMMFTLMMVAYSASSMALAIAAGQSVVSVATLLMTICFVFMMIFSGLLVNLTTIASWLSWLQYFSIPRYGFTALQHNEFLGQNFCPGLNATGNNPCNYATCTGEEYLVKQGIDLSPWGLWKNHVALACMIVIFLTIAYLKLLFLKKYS
#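 Test system: IgMXP3 (ABCG2) plus far-red-tagged CCRF-Adr (ABCB1) cells. Reagent: JC-1 dye as substrate. Timing: 10 min exposure at 25 °C with rotation, no wash. Measured by: flow cytometric JC-1 green MFI at 530 nm. Read-out: percent efflux inhibition, scaled nicardipine 100% to DMSO 0%. Control set: nicardipine and DMSO wells.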
# Bim-Bcl-B – disrupts Bim peptide binding to human Bcl-B. Q9HD36. bead-based flow cytometry. inhibition, % at 10 µM. 0.073% of 190,000 active;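 further: 0% = tracer peptide without compound and 100% = reference inhibitor peptide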
# RGS7-Gao reg – modulates binding of RGS7 to human Galphao | AID 1439 | binding response (% of control), % at 10 µM | P09471 | Multiplexed bead flow cytometry; actives lie on both sides | 0.35% of 220,000 active; in the data active means binding response below about 49% or above about 150%; inconclusive means no clear call, values can overlap the other calls; inactive means in between;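 further: fluorescent Galphao held in activated GDP-AlF4 state binding bead-coupled RGS7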
# Bim-Bfl-1 – inhibitors of Bim-Bfl-1 interaction, human. Q16548. Bead-based flow cytometry, Bim-Bfl-1 binding inhibition. inhibition, % at 10 µM. 0.12% of 190,000 active. AID 1008;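 further: 0% = wells without compound plus tracer and 100% = blocker peptide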
# Bim-Bcl-2 – inhibitors of Bim-Bcl-2 interaction, human. inhibition, % at 10 µM. AID 950. 0.06% of 190,000 active. Bead-based flow cytometry, Bim peptide-Bcl-2 binding. P10415; in the data active means inhibition above about 40%; inconclusive means no clear call, values can overlap the other calls;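 further: 0% = no compound wells with probe peptide and 100% = reference peptide inhibitor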
# Bcl-W Bim block – human Bim-Bcl-W interaction inhibition | bead-based flow cytometry, Bim peptide-Bcl-W binding | AID 952 | 0.02% of 190,000 active | inhibition, % at 10 µM;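 further: 0% = bound tracer without compound and 100% = peptide blocker; higher means less fluorescent Bim peptide bound to Bcl-W beads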
# RGS4-Gao reg – human RGS4-Galphao interaction regulation. Multiplexed bead flow cytometry, RGS4-Galphao binding; actives lie on both sides. P09471. binding response (% of control), % at 10 µM. 0.33% of 220,000 active; in the data active means binding response below about 49% or above about 150%; inactive means in between;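 further: fluorescent Galphao activated with aluminum fluoride binding bead-coupled RGS4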
# ABCB1 inh – human ABCB1 inhibition, ABCG2 as counter-screen. 0.067% of 190,000 active. CCRF-Adr cells, JC-1 efflux, flow cytometry. P08183. inhibition, % at 6.6 µM; in the data active means inhibition above about 40%;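 further: 0% = vehicle and 100% = reference inhibitor; higher value means more JC-1 retained so stronger ABCB1 efflux block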
# The depositor's hits bear a star; u = inconclusive; x = not tested or not shown. Unless noted, no stated cut-off is given here; in the data, active means inhibition above about 40%.
compound	Bim-Mcl-1	RGS8-Gao reg	Bcl-XL Bim block	ABCG2 inh	Bim-Bcl-B	RGS7-Gao reg	Bim-Bfl-1	Bim-Bcl-2	Bcl-W Bim block	RGS4-Gao reg	ABCB1 inh
CC(=C/C(=O)O)/C=C/c1ccco1	-2.0	101.6	-7.0	12.9	-2.0	99.4	0.0	-1.0	-4.0	100.4	-0.4
CCCSC1=NN2CCCC(=O)N=C2S1	4.0	90.8	-2.0	1.5	2.0	105.2	5.0	1.0	0.0	102.7	0.1
C/C(=N/OC(=O)c1cccc(C(F)(F)F)c1)c1cnccn1	0.0	95.3	2.0	0.3	-3.0	u	-3.0	3.0	0.0	92.2	-0.4
O=C(CNC(=O)c1cccs1)N/N=C/c1c[nH]c2ccccc12	0.0	6.0*	-1.0	-1.1	-6.0	2.4*	-6.0	0.0	-3.0	2.8*	-0.7
COC(=O)CCc1nc2ccccc2nc1OC	2.0	106.3	0.0	1.0	-2.0	105.9	-3.0	3.0	5.0	105.6	0.1
O=C(CSc1nnc(-c2c[nH]c3ccccc23)o1)c1ccc(-c2ccccc2)cc1	-1.0	101.6	-7.0	-6.1	-9.0	102.3	-12.0	-8.0	-4.0	101.0	-0.6
Cc1ccc2cc(CN(Cc3ccco3)C(=O)NC3CCCCC3)c(=O)[nH]c2c1C	-4.0	99.0	-8.0	4.2	-9.0	99.5	-1.0	-2.0	-2.0	101.2	1.2
O=C(CNC1CCCCC1)Nc1cc(S(=O)(=O)N2CCOCC2)ccc1Cl	1.0	97.7	-3.0	8.0	-4.0	u	-2.0	-1.0	0.0	99.5	2.2
c1csc(Cn2c(-c3cccs3)nc3ccccc32)c1	0.0	101.1	-3.0	0.7	-6.0	98.1	-7.0	-5.0	0.0	99.9	0.3
CC(CCc1ccco1)NC(=O)Cn1ncc2c1-c1ccccc1OC2 (stereo unspecified)	4.0	98.2	3.0	-0.4	3.0	96.5	8.0	6.0	6.0	100.7	0.2
COc1ccccc1-n1cc(CN2CCCC(CO)(Cc3cccc(Cl)c3)C2)cn1 (stereo unspecified)	-4.0	98.7	-2.0	1.5	-5.0	100.0	-7.0	1.0	-1.0	96.4	1.2
COc1ccc(N(Cc2cc3cc(OC)ccc3[nH]c2=O)S(C)(=O)=O)cc1	0.0	98.3	-2.0	13.7	-3.0	96.0	-2.0	-3.0	-4.0	97.0	0.3
COc1ccc(/C=C\C(=O)NCc2ccc3c(c2)cc(C)n3C)cc1OC	0.0	70.8	0.0	7.7	2.0	79.3	4.0	2.0	2.0	79.4	1.8
C/C(CCc1ccc2c(c1)OCO2)=N\N=C1\NC(=O)CC(C(=O)Nc2ccccc2F)S1 (stereo unspecified)	0.0	98.6	0.0	8.8	-1.0	97.8	-3.0	-2.0	0.0	98.6	0.7
Cc1cc(C(F)(F)F)nn1CC(=O)NCc1ccccc1	-2.0	105.2	1.0	0.5	3.0	108.2	6.0	2.0	3.0	113.4	0.6
CCOC(=O)c1nnc(-c2ccccc2)nc1Oc1ccc(Cl)cc1	-4.0	101.1	-5.0	12.0	-11.0	95.5	-13.0	-11.0	-3.0	98.7	1.2

# Among those listed so far, two contain two or more sulfur atoms.
compound	Bim-Mcl-1	RGS8-Gao reg	Bcl-XL Bim block	ABCG2 inh	Bim-Bcl-B	RGS7-Gao reg	Bim-Bfl-1	Bim-Bcl-2	Bcl-W Bim block	RGS4-Gao reg	ABCB1 inh
CCCSC1=NN2CCCC(=O)N=C2S1	4.0	90.8	-2.0	1.5	2.0	105.2	5.0	1.0	0.0	102.7	0.1
c1csc(Cn2c(-c3cccs3)nc3ccccc32)c1	0.0	101.1	-3.0	0.7	-6.0	98.1	-7.0	-5.0	0.0	99.9	0.3

# Next part.
compound	Bim-Mcl-1	RGS8-Gao reg	Bcl-XL Bim block	ABCG2 inh	Bim-Bcl-B	RGS7-Gao reg	Bim-Bfl-1	Bim-Bcl-2	Bcl-W Bim block	RGS4-Gao reg	ABCB1 inh
COc1ccc(CCN(C)C(=O)CSc2nc3ncc(Cl)cc3[nH]2)cc1OC	1.0	101.0	0.0	16.4	-3.0	u	-5.0	-1.0	0.0	97.9	2.0
COC(=O)Cc1cc(=O)[nH]c(/N=C(\N)Nc2ccccc2)n1	-1.0	96.4	-10.0	6.9	-9.0	93.6	-18.0	-7.0	-2.0	93.5	0.8
O=C(COC(=O)CCSc1ccc(Cl)cc1)NCc1ccccc1Cl	-5.0	96.2	-7.0	x	-10.0	95.1	-1.0	-2.0	-5.0	95.6	1.4
O=C(O)c1ccccc1Sc1c([N+](=O)[O-])cc(C(F)(F)F)cc1[N+](=O)[O-]	0.0	109.0	-2.0	-0.7	-3.0	107.0	-5.0	-2.0	0.0	105.5	-0.3
COC(=O)c1ccc2c(=O)n(CCCCCC(=O)NCc3ccc4c(c3)OCO4)c(=O)[nH]c2c1	4.0	104.1	2.0	5.0	7.0	99.1	0.0	5.0	8.0	97.2	-0.1
O=C(NCc1ccc(F)cc1)Nc1cccc(Cl)c1	0.0	99.3	-5.0	4.7	-9.0	100.5	-5.0	-2.0	-1.0	99.8	0.6
COc1cc(CCC(=O)OCC(=O)Nc2ccccc2C#N)cc(OC)c1OC	-1.0	107.2	-1.0	2.3	-4.0	108.4	-1.0	2.0	0.0	103.5	0.1
COc1cccc(OC)c1OCCCCc1c(C)n[nH]c1C	1.0	100.8	-4.0	1.6	-2.0	93.6	-3.0	-2.0	-2.0	100.5	0.3
CC1CN(S(=O)(=O)c2ccc(C(=O)Nc3sc4c(c3C(N)=O)CCN(C)C4)cc2)CC(C)O1 (stereo unspecified)	-3.0	99.4	-9.0	3.4	-13.0	102.7	-6.0	-9.0	-7.0	101.9	0.0
COCCNC(=O)CSc1nc2ccccc2c(=O)n1CCC(=O)N1CCN(c2ccccc2)CC1	2.0	101.7	0.0	1.3	-2.0	104.4	-3.0	-3.0	-1.0	104.0	-0.5
CCC(C)Nc1nc(OC(C(F)(F)F)C(F)(F)F)nc(OC(C(F)(F)F)C(F)(F)F)n1 (stereo unspecified)	2.0	101.0	-1.0	2.7	0.0	104.6	4.0	2.0	2.0	102.6	1.3
CC12CCC(C(N)=O)(C1Br)C2(C)C (stereo unspecified)	-2.0	100.4	-6.0	53.1	-7.0	99.2	-16.0	-11.0	-2.0	97.4	1.3
CCSc1nc2cc(C(=O)OC)ccc2c(=O)n1CC	-1.0	102.8	2.0	1.4	-2.0	98.4	-8.0	-1.0	2.0	97.8	-0.1
COc1ccccc1Cn1nnc2c(=O)[nH]c(C3CCN(C(=O)c4ccc(F)cc4)CC3)nc21	3.0	99.3	2.0	3.7	57.0*	100.1	-1.0	-1.0	5.0	100.2	0.9
CCCCC(=O)Nc1nn(CCC)c2nc3ccccc3cc12	-2.0	100.6	-20.0	1.0	-9.0	98.4	-12.0	-7.0	2.0	98.8	0.3
COc1cc([N+](=O)[O-])ccc1NC(=S)NCc1ccccn1	-7.0	100.8	-14.0	5.7	-19.0	102.2	-15.0	-8.0	-10.0	102.8	-0.1
COc1ccc(/C=C(/C#N)C(=O)Nc2ccc(C)cc2C)cc1C(=O)O	-1.0	97.7	-7.0	0.2	-10.0	92.8	-16.0	-9.0	0.0	92.5	-0.1
COc1cccc(NC2=NC3(CCCCC3)N=C(N)N2)c1	0.0	106.3	-1.0	0.7	2.0	104.2	1.0	5.0	0.0	104.2	0.1
C=CC(=O)NC(C)(C)Cc1ccccc1	-2.0	100.4	0.0	-0.1	0.0	102.7	-1.0	-4.0	-2.0	99.2	0.1
O=C(NC1CCCCC1)c1ccc(S(=O)(=O)c2ccccc2)cc1	0.0	101.1	0.0	3.1	0.0	101.8	-4.0	0.0	0.0	103.3	0.4
Cc1sc2ncnc(NCc3ccco3)c2c1C	0.0	96.6	-3.0	8.6	-7.0	93.5	-4.0	-8.0	0.0	96.8	0.8
Cc1ccn(CCSCC(=O)O)n1	-1.0	105.2	-7.0	2.6	-6.0	102.8	-12.0	-9.0	0.0	103.7	0.7
O=C(C[N+]1(CC#Cc2ccccc2)CCOCC1)c1ccc(Cl)cc1	-11.0	102.5	0.0	2.3	3.0	104.0	5.0	2.0	-4.0	105.9	-0.1
NC(=O)c1c(NC(=O)Cc2cccs2)sc2c1CCC2	-1.0	87.1	-5.0	2.9	-5.0	94.7	-8.0	-7.0	-3.0	89.0	0.2
O=C(c1cc2ccccc2o1)N1CCCCCC1	-7.0	98.2	-9.0	30.4	-11.0	95.3	-18.0	-15.0	-1.0	96.6	1.5
CCSc1nnc2nc(C)cc(C)n12	2.0	87.7	-4.0	2.2	1.0	77.2	2.0	5.0	-2.0	66.6	0.6
O=C(COc1ccccc1Cl)N1CCN(c2ccc([N+](=O)[O-])c(N3CCOCC3)c2)CC1	-5.0	96.7	7.0	7.0	-5.0	95.5	-1.0	-3.0	-2.0	96.5	0.9
CCOc1ccc(N2CC(C(=O)Nc3ccc(N4CCOCC4)cc3)CC2=O)cc1 (stereo unspecified)	4.0	94.4	5.0	2.4	-2.0	99.7	7.0	27.0	0.0	102.2	1.0
C=CCNC(=O)NC(=O)COC(=O)C(C)Oc1ccc(Cl)cc1Cl (stereo unspecified)	-4.0	101.9	-2.0	0.8	1.0	95.9	1.0	0.0	-3.0	100.7	0.0
Cc1cc(C)nc(N(C#N)CCOc2ccccc2)n1	-9.0	94.8	-15.0	2.3	-6.0	94.8	-5.0	-6.0	-2.0	95.0	-0.1
S=c1[nH]nc(C2CCCCC2)n1/N=C/c1ccc(Br)s1	-2.0	101.3	3.0	-1.1	-6.0	101.3	7.0	5.0	1.0	101.5	-0.8
COc1ccccc1C(=O)OCCN1CCOCC1	1.0	100.5	-3.0	-1.9	-10.0	95.5	-14.0	-9.0	0.0	100.5	0.2
O=C(O)CN1CCCC1=Nc1ccccc1	-1.0	94.3	-3.0	0.1	0.0	81.4	0.0	-2.0	-1.0	79.0	0.1
COc1ccc(CCNC(=O)Cn2c(=O)n(-c3ccc(F)cc3)c(=O)c3sccc32)cc1OC	-4.0	103.0	-3.0	5.8	-6.0	97.8	-7.0	-3.0	-2.0	102.4	-0.6
COc1ccc(CCNC2CCN(C)CC2)cc1OC	-6.0	115.8	-1.0	0.5	4.0	97.0	5.0	0.0	0.0	93.5	-0.1
O=c1[nH]c(SCc2ccccc2F)nc2ccccc12	-2.0	101.6	-5.0	0.9	-9.0	97.3	-7.0	-4.0	-3.0	102.7	0.6
C=CCc1cc(Cl)ccc1OCCNCCN1CCOCC1	0.0	101.6	1.0	1.7	2.0	100.7	0.0	-4.0	-2.0	98.0	0.4
COc1cc(OC)cc(C(=O)NCCSCc2ccco2)c1	0.0	97.9	-3.0	3.1	-9.0	98.2	-11.0	-12.0	0.0	93.2	0.6
CCc1ccc(OCC(=O)O/N=C(\N)Cc2ccc([N+](=O)[O-])cc2)cc1	-4.0	102.2	-8.0	1.0	-7.0	98.2	-17.0	-11.0	-4.0	101.5	0.9

# An unsorted share of the library; any-hit rate near 0.94%.
